Compound activity: PubChem BioAssay, several laboratories
LEDGF integ inh: blocks HIV-1 LEDGF/p75-dependent DNA integration | TR-FRET IN-LEDGF/p75 DNA integration, Eu/Cy5 | inhibition, % at 3.7 µM | hit rate 0.64% among 370,000;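 active = inhibition above the screen-wide mean plus 3 SD, cut at about 13% in these data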;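 note: signal is the Cy5 over europium emission ratio at 671 and 618 nm; 0% = plate median of compound wells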
PRMT1 inh: blocks human protein arginine methyltransferase 1 | hit rate 1.3% among 370,000 | recombinant PRMT1, activity-based probe fluorescence polarization | inhibition, % at 2.79 µM;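 active = inhibition above about 21% made by adding two undisclosed values, limit read from the data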
ABHD4 inh: inhibitors of mouse ABHD4; inhibition, % at 8.92 µM; purified mABHD4, FP-Rh probe fluorescence polarization; Q8VD66; AID 720543; hit rate 0.54% among 370,000;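 active = inhibition exceeding the mean over every tested compound plus 3 SD, cut at about 30% in these data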;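 note: 0% = plate median of compound wells and 100% = S159A mutant with DMSO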
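assay system = mABHD4 protein | compound dosing = single nominal dose of 8.92 µM, 0.89% DMSO final | read-out basis = percent inhibition of probe binding, normalized to plate controls | schedule = Enzyme–compound pre-incubation 45 min, then probe 60 min, both 25 °C | detection = fluorescence polarization, excitation 525 nm, emission 598 nm, BODIPY TMR filters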
rCAG binder: binds r(CAG) RNA repeats; r(CAG) RNA repeat, TO-PRO-1 dye displacement fluorescence; inhibition, % at 3 µM; hit rate 1.3% among 370,000; AID 651821;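 active = inhibition above the plate cutoff, the mean of all test compounds on that plate plus 3 SD, cut at about 35% in these data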;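 note: 0% = DMSO alone and 100% = 100 µM mitoxantrone as full dye displacement; higher means more dye released from RNA so lower well fluorescence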
TDP2 inh: blocks human TDP2 phosphodiesterase activity. recombinant TDP2, T5PNP hydrolysis, p-nitrophenol absorbance 415 nm. O95551. hit rate 0.34% among 370,000. inhibition, % at 12.8 µM;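 active = inhibition above the mean of all tested compounds plus 3 SD, set per campaign, cut at about 25% in these data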;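 note: 0% = DMSO with enzyme and 100% = buffer with substrate but no TDP2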
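Read-out basis: percent inhibition. System: recombinant human TDP2. Buffer or medium: Mg2+-containing Tris-HCl buffer, pH 7.5. Repeats: single replicate. Timing: reaction 2 h, 37 °C. Benchmarks: high control without enzyme, low control DMSO plus TDP2. Probe or stimulus: 5 mM T5PNP. Doses: 12.8 µM only. Measured by: epi absorbance of p-nitrophenol freed from T5PNP by hydrolysis.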
HTRA1 inhibitor: HTRA1 (human) protease inhibition; hit rate 0.5% among 340,000; Q92743; AID 504803; inhibition, % at 5.96 µM; recombinant HTRA1, FP-rhodamine activity-based probe, fluorescence polarization; in the data active = inhibition above about 36%;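 note: 0% = enzyme with DMSO and 100% = wells lacking enzyme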
SIAE primary: human SIAE inhibition, primary screen. hit rate 0.69% among 370,000. SIAE FP-Rh probe binding, fluorescence polarization. inhibition, % at 9.66 µM. AID 1053197;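 active = inhibition above a cutoff: mean of compounds within the control limits plus 3 SD of those, cut at about 17% in these data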;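 note: 0% = plate median of compound wells and 100% = probe without SIAE protein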
TCR CD3 inh: blocks the human TCR-CD3 interaction; TAMRA-labeled TCR probe fluorescence, biochemical; inhibition, % at 9.4 µM; hit rate 0.37% among 360,000; AID 651800; in the data active = inhibition above about 19%;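 note: recombinant mutant TCR 2C K166C tagged with TAMRA read by polarization; 0% = receptor in buffer alone and 100% = receptor with positive control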
GC-B act: GC-B (human) receptor activation; AID 1920062; hit rate 0.11% among 370,000; P20594; activation, % at 10 µM; HEK293-GC-B cells, CNP EC30, cGMP TR-FRET; 0% at EC30 CNP, 100% saturating CNP;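 active = activation at 10 µM reaching about 35% in either raw or pattern-adjusted values, limit read from the data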
Target sequence (P20594 whole entry, looked up): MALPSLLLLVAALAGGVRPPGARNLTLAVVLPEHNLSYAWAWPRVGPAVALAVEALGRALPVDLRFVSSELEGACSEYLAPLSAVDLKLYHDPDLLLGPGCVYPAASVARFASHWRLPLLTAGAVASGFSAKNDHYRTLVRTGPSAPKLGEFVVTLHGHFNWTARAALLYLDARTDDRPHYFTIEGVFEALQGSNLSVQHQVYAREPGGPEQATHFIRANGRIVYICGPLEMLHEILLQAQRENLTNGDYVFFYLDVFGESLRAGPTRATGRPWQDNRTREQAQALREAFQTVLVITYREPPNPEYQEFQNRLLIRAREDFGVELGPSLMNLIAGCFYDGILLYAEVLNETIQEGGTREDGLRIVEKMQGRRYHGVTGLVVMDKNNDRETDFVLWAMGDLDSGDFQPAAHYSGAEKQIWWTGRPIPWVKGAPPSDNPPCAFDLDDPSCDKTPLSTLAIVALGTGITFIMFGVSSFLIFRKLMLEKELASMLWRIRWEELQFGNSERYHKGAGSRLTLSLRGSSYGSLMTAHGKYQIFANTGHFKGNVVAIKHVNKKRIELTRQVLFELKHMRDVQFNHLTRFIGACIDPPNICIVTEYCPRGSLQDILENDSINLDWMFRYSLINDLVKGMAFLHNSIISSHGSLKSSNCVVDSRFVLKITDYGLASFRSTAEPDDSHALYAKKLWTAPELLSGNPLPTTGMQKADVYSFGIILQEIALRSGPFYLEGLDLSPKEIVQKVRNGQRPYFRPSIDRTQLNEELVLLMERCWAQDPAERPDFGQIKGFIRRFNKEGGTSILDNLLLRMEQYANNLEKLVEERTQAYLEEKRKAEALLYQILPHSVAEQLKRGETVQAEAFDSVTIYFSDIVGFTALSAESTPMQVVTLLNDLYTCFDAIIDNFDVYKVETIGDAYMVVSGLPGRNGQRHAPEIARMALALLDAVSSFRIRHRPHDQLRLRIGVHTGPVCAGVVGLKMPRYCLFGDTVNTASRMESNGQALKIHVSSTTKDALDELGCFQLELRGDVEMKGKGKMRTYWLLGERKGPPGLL
MBD2 inh: inhibitors of human MBD2 binding to methylated oligonucleotide; AID 686964; hit rate 0.31% among 370,000; inhibition, % at 4.4 µM; TR-FRET; Q9UBB5; in the data active = inhibition above about 13%
Numbers without * were called inactive; . = not tested or not shown.

SMILES	LEDGF integ inh	PRMT1 inh	ABHD4 inh	rCAG binder	TDP2 inh	HTRA1 inhibitor	SIAE primary	TCR CD3 inh	GC-B act	MBD2 inh
C[C@H](NC(=O)OCc1ccccc1)c1nnc([C@H](Cc2ccccc2)NC(=O)OC(C)(C)C)o1	-3	2	3	-3	-1	-4	-3	0	-3	-3
CCOc1ccc(-c2nc(S(=O)(=O)c3ccccc3)c(N3CCC(C(N)=O)CC3)o2)cc1	3	0	-1	2	16	-1	8	4	1	-3
CC(C)Cc1nnc(NC(=O)CN2C(=O)C3CCCCC3C2=O)s1 (centres undefined)	-5	-1	1	-8	-20	-5	-1	-6	5	1
CCN(CC)S(=O)(=O)c1ccc(O)c(NC(=O)COc2ccc(S(=O)(=O)N3CCOCC3)cc2)c1	1	7	-9	27	-8	0	-9	1	0	2
CC(NC(=O)CSc1n[nH]c(N)n1)c1ccccc1 (centres undefined)	0	-6	-2	3	11	-126	-6	4	4	2
CCCCn1c(N)c(N(CCOC)C(=O)c2c(-c3ccccc3)noc2C)c(=O)[nH]c1=O	-2	3	3	-4	0	-2	5	-10	0	1
N#Cc1ccsc1NC(=O)CN1C(=O)NC2(CCCCC2)C1=O	-3	7	2	16	0	5	-3	-14	7	3
CCC1(C)N([O-])C(C)=C(c2ccccc2)[N+]1=O (centres undefined)	-2	-2	5	-2	2	2	2	3	8	1
COC(=O)C[C@@H]1CC[C@H](NC(=O)Cc2ccccn2)[C@@H](CO)O1	0	-1	2	1	28*	.	-3	3	6	4
c1ccc(N2CCN(c3ncccn3)CC2)cc1	0	2	-9	-5	1	-6	1	-2	1	1
Cc1cccc(NC(=O)CSc2nnc(-c3n[nH]c4ccccc34)o2)c1	1	-1	-21	17	7	-10	-21	7	-1	-6
Fc1cccc(Cc2c(-c3ccco3)nc3c4ccccc4ccn23)c1	-1	30*	-6	13	-3	.	0	-6	6	9

Quoted at random: 2 compounds from above, in no set order.
SMILES	LEDGF integ inh	PRMT1 inh	ABHD4 inh	rCAG binder	TDP2 inh	HTRA1 inhibitor	SIAE primary	TCR CD3 inh	GC-B act	MBD2 inh
CCN(CC)S(=O)(=O)c1ccc(O)c(NC(=O)COc2ccc(S(=O)(=O)N3CCOCC3)cc2)c1	1	7	-9	27	-8	0	-9	1	0	2
Cc1cccc(NC(=O)CSc2nnc(-c3n[nH]c4ccccc34)o2)c1	1	-1	-21	17	7	-10	-21	7	-1	-6

Next records follow:
SMILES	LEDGF integ inh	PRMT1 inh	ABHD4 inh	rCAG binder	TDP2 inh	HTRA1 inhibitor	SIAE primary	TCR CD3 inh	GC-B act	MBD2 inh
CN(CC(=O)Nc1ccc(Cl)c(C(F)(F)F)c1)C(=O)COc1cccc2cccnc12	-1	-1	12	5	0	-11	0	-3	3	-3
CN=C(Nc1ccc(C)c(C)c1)SC1CC(=O)N(c2ccc(OC)cc2)C1=O (centres undefined)	0	3	-7	-2	4	-23	-4	1	3	1
COc1ccc(CC(=O)Nc2ccc(-c3noc(-c4cccc(OC)c4)n3)cc2)cc1	3	-3	-11	3	-14	-12	-6	-2	-4	3
CC1Cc2ccccc2N1C(=O)C1CC(=O)N(c2ccccc2)C1 (centres undefined)	0	0	6	3	-2	-4	-9	3	8	-4
COc1ccc(SCCN2CC[C@@H](C(C)(C)C)CCC2=O)cc1	-1	1	1	-7	-7	-15	5	-4	-9	4
O=c1[nH]cnc2c1c(-c1ccccc1)cn2-c1ccc(Br)cc1	1	1	-12	5	8	-10	-5	5	-6	0
[O-]/C(=C(\C(=S)NCc1ccccc1)[n+]1ccccc1)c1ccc(Cl)cc1	1	8	-10	9	-15	.	-2	1	-2	2
CCc1ccc(C(=O)COC(=O)CNC(=O)Cc2ccccc2)cc1	-3	-2	4	-11	3	0	8	-2	-3	7
c1ccc(-c2noc(CC3CCCCC3)n2)nc1	-6	6	-4	-5	0	-5	-3	0	1	2
Cc1ccc(-n2cc3c(-c4cccc(Br)c4)nnc(C)c3n2)cc1	5	-4	-23	12	-13	-24	-18	1	12	-1
Cc1ccc(S(=O)(=O)c2c(N)n(CCCO)c3nc4ccccc4nc23)cc1	13	-1	-6	4	54*	-12	-9	-2	7	-6
Cn1c(=O)[nH]c(=O)c2c1nc(SCC(=O)O)n2CCOc1ccccc1	0	0	1	-2	5	-1	-1	-2	-2	-1
Cc1cccc(/C(N)=N/OC(=O)c2ccc(Cl)cc2Cl)c1	1	-4	3	1	1	3	12	3	-4	-3
Cc1ccc(C)c(S(=O)(=O)N2CCN(Cc3ccc(O)c4ncccc34)CC2)c1	-2	-5	0	0	-14	12	4	5	6	-6
CCN(CC)CCCNC(=O)C1c2ccccc2C(=O)N1Cc1ccc(C)cc1 (centres undefined)	0	-8	5	-2	7	1	-4	-7	-1	3
O=C(Nc1ccccc1)C1C2CCCCC21 (centres undefined)	3	-4	-2	-1	4	-5	-4	-1	1	1
Cc1ccc(C(=O)CCC(=O)N2CCN(c3ccccc3O)CC2)cc1	-6	2	4	-3	-6	-6	5	-7	0	1
COc1ccc(N2CCN(S(=O)(=O)CCNC(=O)COc3ccccc3C)CC2)cc1	2	-4	-2	-7	-12	3	-4	6	3	-1
COc1ccc(NC(=O)Cn2cc(S(=O)(=O)Cc3ccccc3)c3ccccc32)c(OC)c1	4	3	1	11	-5	0	1	6	11	-4
Cn1c(=O)cc(OCC(=O)NCCCN2CCN(Cc3ccccc3)CC2)c2ccccc21	1	-4	-1	0	2	1	6	-1	-1	-6
NC(=O)C1CCN(C(=O)CN2CCN(c3cccc(C(F)(F)F)c3)CC2)CC1	-2	-4	4	-6	8	-6	11	3	-2	3
OCCN1CCN(CCCc2c3c(cc4c2CCC4)CCC3)CC1	-3	0	1	-9	-5	2	1	-6	6	0
COC(=O)c1ccc(C(=O)OC)c(NC(=O)Nc2ccc3c(c2)OCO3)c1	-3	1	-3	0	-3	-3	2	4	3	-1
COc1cccc(NC(=O)CN(C)C(=O)CCNC(=O)c2ccccc2OC)c1	2	-6	1	-1	-8	-6	-7	-12	2	3
O=C(NCc1ccccc1)C1Cc2ccccc2CN1C(=O)c1ccco1 (centres undefined)	-1	0	8	-1	-9	-1	6	-1	1	7
COc1ccc(C)cc1NC(=S)N1CCN(c2ccccn2)CC1	2	-4	3	1	-11	6	5	2	2	1
COc1cccc(C(=O)CSc2nnc(-c3cc(OC)c(OC)c(OC)c3)o2)c1	1	-4	-3	-2	-8	-1	6	-1	-1	10
O=C(CNC(=O)c1ccc(Cl)cc1)OCC(=O)c1ccccc1	2	-3	-1	-4	8	6	0	9	-7	-6
CCOC(=O)CNC(=O)CSc1nnc(-c2ccncc2)n1-c1ccc(Cl)cc1	-3	2	2	-5	4	3	2	2	7	-2
CCN(CC)c1ccc(CNc2ccc(Br)cn2)cc1	-4	-1	-4	-2	9	5	0	-10	-2	1
Cc1nc2nc(CCNS(=O)(=O)c3ccc(Cl)cc3)cn2nc1C	-1	-4	-2	3	-13	0	3	-4	-1	-2
CC1(CCl)N([O-])C2=C(CCCC2)[N+]1=O (centres undefined)	-2	-6	8	3	17	2	14	2	1	-3
Nc1nc(SCC(=O)Nc2ccc([N+](=O)[O-])cc2)[nH]c(=O)c1NC(=O)c1ccc(Br)cc1	-3	-3	4	4	17	-3	-87	3	10	5
CCOC(=O)C1CCCN(C(=O)c2ccc(C)c([N+](=O)[O-])c2)C1 (centres undefined)	1	-2	0	0	-8	3	-3	-3	6	-2
CN1CCN(/N=C2/C(=O)Nc3ccc([N+](=O)[O-])cc32)CC1	-5	3	-1	4	-4	5	-2	4	-6	-10
CC1CCN(S(=O)(=O)CCNC(=O)c2ccc3c(c2)OCO3)CC1	-5	4	-1	-4	-9	1	-1	-5	3	-3

Limited to ABHD4 inh (two entries from above):
compound | ABHD4 inh
CCOC(=O)C1CCCN(C(=O)c2ccc(C)c([N+](=O)[O-])c2)C1 (centres undefined) | 0
CN1CCN(/N=C2/C(=O)Nc3ccc([N+](=O)[O-])cc32)CC1 | -1

The list goes on.
SMILES	LEDGF integ inh	PRMT1 inh	ABHD4 inh	rCAG binder	TDP2 inh	HTRA1 inhibitor	SIAE primary	TCR CD3 inh	GC-B act	MBD2 inh
O=C(Nc1ccccc1C(=O)N1CCCC1)C1COc2ccccc2O1 (centres undefined)	2	0	5	-4	-4	-3	5	-1	2	1
N#Cc1ccc(OCC(=O)OCC(=O)Nc2sccc2C(N)=O)cc1	-4	4	0	3	0	3	0	-1	6	0
COc1cccc(-c2nn(-c3ccccc3)cc2C(=O)Nc2nccs2)c1	3	-2	-22	3	0	-70	-51	0	-1	1
Cc1ccc(S(=O)(=O)NCc2ccccc2)cc1C(=O)N(C)CC(=O)Nc1c(Cl)cccc1Cl	-1	-5	-2	0	12	-3	-1	5	3	2
Cc1cc(NC(=O)C2CCCCC2)n(-c2nc3ccccc3[nH]2)n1	0	1	-13	5	-7	8	-13	8	13	0
Cc1cc(C)n2nc(SCC(=O)c3ccccc3)nc2n1	-4	1	0	-4	-3	-1	-2	4	-1	1
COc1cc(CN(C)C(C)C(=O)Nc2ccc([N+](=O)[O-])cc2Cl)ccc1OC(F)F (centres undefined)	1	-1	1	0	8	4	-1	6	0	4
CC(C)[C@@H]1OC(=O)[C@@H]2CCCN2C(=O)[C@H](C)OC(=O)[C@H](C)[C@@H](C(C)C)NC(=O)[C@@H]2CCCN2C(=O)[C@H]([C@H](C)Cc2ccccc2)NC(=O)[C@@H]2CCCN2C(=O)[C@@H](C(C)C)N(C)C1=O	-1	4	4	.	-9	.	2	.	0	6
Cn1c(SCCCC(=O)c2ccccc2)nnc1-c1ccncc1	5	3	-9	-3	-6	-1	-8	-8	7	9
COc1ccc(CNC(=O)c2cn(Cc3ccc(OC(C)=O)cc3)c(=O)s2)cc1	-5	-1	2	2	1	.	0	-1	2	1
CN1CC(O)([C@H](Cc2ccccc2)NC(=O)OC(C)(C)C)OCC1C(=O)NCc1cccc2ccccc12 (some centres undefined)	-5	5	0	.	4	.	-4	.	-1	5
Cc1ccc(S(=O)(=O)NNC(=S)Nc2cccc(C)c2C)cc1	-3	-1	-1	9	5	-7	4	-1	3	0
COc1cccc(/C=N/NC(=O)c2ccccc2NC(=O)c2ccco2)c1OC	0	0	1	1	1	-9	-13	0	-6	-2
C=CCOC(=O)C1=C[C@H](c2cn(C(C)=O)c3ccccc23)[C@@H](CCCO)[C@H](OCC)O1	0	-1	-5	-8	5	-14	-2	8	-4	-5
CCOc1ccccc1-c1nc(-c2cc3ccccc3nc2OC)no1	-4	4	-14	11	-15	-36	-13	-13	-7	3
COC(=O)[C@H](C(C)C)N1Cc2nnn(CC3CCCCC3)c2-c2cc(F)ccc2S1(=O)=O	5	0	3	-1	2	.	-2	.	11	1
CCc1nc2ccc(C(=O)NCCCN3CCN(c4ccccc4F)CC3)cc2nc1CC	-1	3	9	-10	-1	-6	-6	-7	0	-1
C=CCN1[C@H](C)COc2cc(N3CCCC3)ccc2S1(=O)=O	-4	-2	4	4	-7	.	-1	.	-3	-3
O=C(COc1cccc(NC(=O)c2cccs2)c1)c1ccc(F)cc1	1	-1	-9	-1	1	-41	-14	-6	7	4
COc1ccc(-c2cc(N3CCN(CCO)CC3)n3nccc3n2)cc1	-2	2	4	4	11	.	1	10	2	1

A portion of the library (hit frequency here may not be typical).
